influenza NS1A: H1N1 influenza NS1A inhibitors, functional cell based assay (AID 504329); NS1A functional cell-based assay, percent inhibition; higher % means a stronger effect; inhibition, % at 12.5 µM; hits with a dose series show IC50 in µM; hit rate 0.3% among 340,000; in the data active = a potency from the dose series; inconclusive = inhibition above about 27% without an active follow-up result; note: strong numbers were not always called active
M. tuberculosis: growth inhibition of non-replicating M. tuberculosis (AID 488890); inhibition, % at 25 µM, or IC50 in µM where a hit was titrated; Mycobacterium tuberculosis non-replicating, growth inhibition; higher % means a stronger effect; hit rate 0.39% among 320,000; in the data active = a potency from the dose series; inconclusive = inhibition mostly from about 82% at the one dose, without a potency; inactive = the rest, 99 in 100 with inhibition below about 76%;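 note: plate controls were DMSO cells for no effect and high antibiotic wells for full effect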
M. tuberculosis HTS: M. tuberculosis growth inhibition, HTS (AID 449762); M. tuberculosis H37Rv growth inhibition, 7H9 media; higher % means a stronger effect; inhibition, % at 25 µM, or IC50 in µM where a hit was titrated; hit rate 0.59% among 330,000; in the data active = a potency from the dose series; inconclusive = inhibition above about 70% without an active follow-up result;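 note: bacterial growth assessed after seven days of incubation; strong numbers were not always called active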
VEEV TC-83 Vero: inhibitors of VEEV TC-83 cytopathic effect, confirmation, Vero cells (AID 588727); Vero cells, VEEV TC-83 cytopathic effect inhibition; higher % means a stronger effect; inhibition, % at 20 µM; hits with a dose series show IC50 in µM; hit rate 0.13% among 350,000; in the data active = a potency from the dose series; inconclusive = inhibition mostly from about 14% at the one dose, without a potency; inactive = the rest, 99 in 100 with inhibition below about 12%; note: strong numbers were not always called active
PhoP GFP inhibition: PhoP regulon inhibitors, Salmonella typhi PhoP promoter GFP reporter, confirmatory (AID 1850); inhibition, % at 50 µM; hits with a dose series show IC50 in µM; Salmonella Typhi PhoP-promoter GFP reporter, fluorescence, 4 h; higher % means a stronger effect; hit rate 0.33% among 310,000; in the data active = a potency from the dose series; inconclusive = inhibition mostly from about 25% at the one dose, without a potency; inactive = the rest, 99 in 100 with inhibition below about 19%;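 note: 0% = induced wells with vehicle and 100% = uninduced wells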
VEEV TC-83 Vero 10K pilot screen: recorded beside VEEV TC-83 Vero, whose call it bears; inhibition, %; measured here: 10K pilot screen inhibition
Numbers without * were called inactive; i = inactive; ? = inconclusive; . = no result given.

SMILES | influenza NS1A | M. tuberculosis | M. tuberculosis HTS | VEEV TC-83 Vero | PhoP GFP inhibition | others
Cc1ccc(C2(C)NC(=O)N(CC(=O)NC(=O)NCCC(C)C)C2=O)cc1 (stereo not given) | 4% | 29% | 37% | 0.3% | -12%
Cc1cc2[nH]c(=O)c(=O)[nH]c2cc1S(=O)(=O)N1CCN(c2ccccc2)CC1 | 6% | -3% | 5% | 0.4% | 8%
O=C1CSC(=S)N1 | -4% | -1% | -1% | 1.2% | 7%
COc1ccc(CCCC(=O)NCCc2ccccc2)cc1 | -27% | 66% | 3% | 0.1% | -3%
COc1ccc(C(=O)OCC(=O)c2ccc[nH]2)cc1 | -5% | 75% | -3% | 1.9% | .
CC(C)(C)C1CCC(C(=O)Nc2ccccc2N2CCOCC2)CC1 (stereo not given) | -18% | 18% | 6% | 1.5% | .
c1ccc2c(c1)C(=NCC1CCCO1)NC2=NCC1CCCO1 (stereo not given) | 0% | 1% | -5% | 1.4% | -5%
COc1ccc(CCNCc2ccc(C)s2)cc1OC | 2% | 2% | 6% | 1.8% | 4%
COC(=O)C1=CN(CCCN2CCCC2=O)C=C(C(=O)OC)C1c1cccs1 | 0% | -8% | 2% | i | -2%
CN(C)CC/C=C1/c2ccccc2COc2ccccc21 | . | -3% | -3% | . | -4%
COc1cc(OC)cc(C(=O)NNC(=O)c2nn(C)c(=O)c3ccccc23)c1 | 0% | -1% | -5% | 1.5% | .
Cc1ccc(SCC(=O)NC(=O)NCc2ccccc2)c(C)c1 | 2% | 53% | 12% | i | -5%
CC(C)(Oc1ccc(Cl)cc1)C(=O)NC1CCSC1=O (stereo not given) | 1% | 0% | -10% | 1.1% | 1%
COC(CNC(=O)c1cc(C(=O)c2c(-c3c(Cl)cccc3Cl)noc2C)c[nH]1)OC | 2% | 17% | 3% | 1.3% | -6%
O=C(CNS(=O)(=O)c1ccccc1)NCc1ccco1 | 0% | -4% | -4% | 0.9% | 4%
COC(=O)N/N=C/c1cccc(OCCSc2ccc(Cl)cc2)c1 | 2% | 75% | 8% | 5.6% | 0%
COc1ccc(N2CCN(Cc3ccc(Br)s3)CC2)cc1 | 15% | 18% | 4% | i | -7%
CCCC(C(=O)NC(C)(C)C)N(Cc1ccc(F)cc1)C(=O)c1snc(C(N)=O)c1N (stereo not given) | 2% | 13% | 0% | 1.4% | 6%
O=C(NC(=S)NC1CCCC1)c1ccccc1 | -7% | 27% | -4% | 4.6% | -9%
CCOC(=O)CC(=O)N/N=C/c1c(N)n(C)c(=O)n(C)c1=O | -7% | -10% | 2% | 1.8% | -14%
COc1ccc(C(=O)COC(=O)c2ccc(N(C)C)cc2)cc1 | 6% | 2% | 3% | 0.8% | -3%
CC1C(=O)OC(c2ccc(Cl)cc2)C(C)(C)C1=O (stereo not given) | 1% | -15% | -1% | i | 7%
Oc1ccc(Cl)cc1Sc1cc(Cl)ccc1O | -4% | . | . | i | .
Cc1ccc(C)c(SCC(=O)OCC(=O)Nc2ncc(C(F)(F)F)cc2Cl)c1 | 9% | 74% | 5% | i | -1%
Cc1[nH][nH]c(=O)c1C(c1ccc(O)c(Br)c1)c1c(C)[nH][nH]c1=O | -4% | -3% | 2% | 1.6% | 12%

4 compounds picked at random from those above:
SMILES | influenza NS1A | M. tuberculosis | M. tuberculosis HTS | VEEV TC-83 Vero | PhoP GFP inhibition | others
c1ccc2c(c1)C(=NCC1CCCO1)NC2=NCC1CCCO1 (stereo not given) | 0% | 1% | -5% | 1.4% | -5%
CC(C)(Oc1ccc(Cl)cc1)C(=O)NC1CCSC1=O (stereo not given) | 1% | 0% | -10% | 1.1% | 1%
Cc1cc2[nH]c(=O)c(=O)[nH]c2cc1S(=O)(=O)N1CCN(c2ccccc2)CC1 | 6% | -3% | 5% | 0.4% | 8%
Cc1ccc(C)c(SCC(=O)OCC(=O)Nc2ncc(C(F)(F)F)cc2Cl)c1 | 9% | 74% | 5% | i | -1%

(more compounds)
SMILES | influenza NS1A | M. tuberculosis | M. tuberculosis HTS | VEEV TC-83 Vero | PhoP GFP inhibition | others
O=C(c1nc2nc(-c3ccccc3)cc(C(F)(F)F)n2n1)N1CCCCC1 | -1% | 3% | -9% | 1.3% | 0%
CCOc1ccc(Br)cc1S(=O)(=O)Nc1ccc(S(=O)(=O)Nc2cc(C)on2)cc1 | 4% | 34% | 6% | 1.4% | .
Cc1ccc(NC(=O)CN(C)C(=O)c2cc(-c3ccccc3)nn2-c2ccccc2)cc1 | -4% | . | . | 8.6% | .
O=C(N/N=C/c1c[nH]c2ccccc12)c1[nH]c2ccc(Br)cc2c1-c1ccccc1 | -1% | . | . | ? | .
O=C(NC(=S)Nc1ccc(Cl)cn1)C12CC3CC(CC(C3)C1)C2 | 5% | -19% | 51% | 0.5% | -2%
CCN(CC(=O)Nc1cccc(OC)c1)C(=O)c1cnc(Cl)c(Cl)c1 | 2% | 14% | 5% | 0.6% | 8%
O=C(NNC(=O)C1CCCC1)c1ccccc1F | -2% | -6% | 4% | 1.1% | -14%
N#CC1=C(N)N2C(=C(C#N)C13CCCC3)Nc1ccccc12 | -7% | 3% | 0% | 0.8% | -6%
O=C(Nc1ccc(OC(F)F)cc1)c1ncc(Cl)c(Cl)c1Cl | 4% | -1% | 3% | 3.1% | -10%
Cc1ccc2c(c1)c(C)cc[n+]2Cc1ccccc1 | 0% | 10% | 1% | i | 2%
CCN(CC)C(=O)COc1cccc2ccccc12 | 14% | 27% | 0% | 2.8% | 3%
CCOC(=O)C1(CCOc2ccccc2)CCN(Cc2ccc(C)s2)CC1 | 15% | 35% | 60% | 0.3% | -14%
CCN(CC(=O)Nc1c(F)cccc1F)C(=O)c1cccc(S(=O)(=O)NCc2ccccc2)c1 | 2% | -10% | -4% | 0.4% | 5%
COc1cc(OCC(N)=O)cc(OC)c1OC | 1% | -21% | -2% | 0.2% | -1%
CCCCCCCSc1nnc(N)s1 | 4% | 69% | ? | i | -1%
O=C(Nc1nccs1)c1ccc(-c2ccc(Cl)cc2Cl)o1 | 27% | 3% | 55% | 0.5% | -2%
Cc1ccccc1C1=NCC(=O)N(CC(=O)N2CCCCC2)c2sc(C)c(C)c21 | 2% | 20% | -2% | i | 7%
COc1ccc(NC(=O)CN(C)C(=O)CCNC(=O)c2ccccc2OC)cc1 | -72% | 2% | -1% | 1.0% | -9%
COc1ccc(C(=O)Nc2ccnn2C2CCN(C(=O)c3cnsn3)CC2)cc1 | -3% | -2% | 0% | 0.2% | -13%
Cc1csc(N2CCc3ccccc32)n1 | -6% | 23% | -2% | i | 1%
C=C1CCN([C@@H](CC(C)C)C(=O)N2CCCC2)S(=O)(=O)c2ccccc21 | -14% | 4% | 3% | i | 9%
COc1ccccc1C1CCN(Cc2ccccc2)CC1 | -4% | -4% | -8% | i | -4%
CC(Sc1n[nH]c(N)n1)C(=O)C12CC3CC(CC(C3)C1)C2 (stereo not given) | -4% | 20% | 1% | 1.4% | 2%
Cc1ccccc1N(C(=O)c1snc(C(N)=O)c1N)C(C)C(=O)NC1CCCCC1 (stereo not given) | 9% | 16% | -8% | 1.0% | 9%
COc1ccccc1C(=O)NCCC(=O)N(C)CC(=O)Nc1ccc(N2CCOCC2)cc1 | -13% | 18% | 8% | 3.1% | -2%

5 compounds already listed, sorted by SMILES length, smallest number first.
SMILES | influenza NS1A | M. tuberculosis | M. tuberculosis HTS | VEEV TC-83 Vero | PhoP GFP inhibition | others
Cc1csc(N2CCc3ccccc32)n1 | -6% | 23% | -2% | i | 1%
Cc1ccc2c(c1)c(C)cc[n+]2Cc1ccccc1 | 0% | 10% | 1% | i | 2%
CC(Sc1n[nH]c(N)n1)C(=O)C12CC3CC(CC(C3)C1)C2 (stereo not given) | -4% | 20% | 1% | 1.4% | 2%
COc1ccc(NC(=O)CN(C)C(=O)CCNC(=O)c2ccccc2OC)cc1 | -72% | 2% | -1% | 1.0% | -9%
Cc1ccccc1N(C(=O)c1snc(C(N)=O)c1N)C(C)C(=O)NC1CCCCC1 (stereo not given) | 9% | 16% | -8% | 1.0% | 9%

Continued:
SMILES | influenza NS1A | M. tuberculosis | M. tuberculosis HTS | VEEV TC-83 Vero | PhoP GFP inhibition | others
O=C(Nc1cc(S(=O)(=O)N2CCCCC2)ccc1Cl)c1ccncc1 | -2% | 11% | -5% | 0.2% | .
CC(=O)Oc1ccc(/C=C2\C=C(c3ccc(C)cc3)OC2=O)cc1 | -4% | 11% | 11% | i | 0%
Cc1ccc(-c2noc(CSc3nnc(Cc4cccs4)n3-c3ccccc3)n2)cc1 | 8% | . | -1% | 5.1% | -12%
CCOC(=O)c1c(NC(=O)C2(C)Cc3ccccc3C(=O)O2)sc2c1CCCC2 (stereo not given) | 2% | 57% | -1% | 7.5% | -7%
Nc1nc(-c2cccnc2)nn1C(=O)c1ccc(Cl)cc1 | -8% | . | . | 0.9% | .
O=C(Cc1ccccc1)c1c[nH]c(C(=O)O)c1 | -1% | -4% | -6% | 3.6% | 3% | VEEV TC-83 Vero 10K pilot screen=1.1
O=S(=O)(c1ccc(F)cc1)N1CCN(S(=O)(=O)c2cc(F)ccc2F)CC1 | -2% | -8% | 9% | 0.2% | -2%
O=C(Cc1c(C(=O)O)[nH]c2ccc(Cl)cc12)Nc1ccc2c(c1)OCCO2 | -8% | 8% | 4% | 1.1% | -1%
CSc1nc(Cl)cc(Nc2ccc(O)cc2)n1 | -10% | 10% | 5% | 1.3% | -13%
Cc1sc2ncn(CC(=O)NCC(=O)N(C)Cc3ccccc3)c(=O)c2c1C | 3% | 3% | -6% | 0.3% | -1%
Nc1cc(=O)[nH]c(SCc2cccc(Cl)c2)n1 | -16% | 6% | -1% | 4.2% | 3%
COc1ccc(N/C=C(\[N+](=O)[O-])S(=O)(=O)c2ccccc2)cc1 | 5% | 73% | ? | 0.1% | -12%
CCOC(=O)c1sc2nc(C)[nH]c(=S)c2c1C | -8% | . | . | 1.5% | .
CC(=O)Nc1ccc(C2=CC(=O)CC(C)(C)C2)cc1 | -2% | 1% | -8% | 1.3% | . | VEEV TC-83 Vero 10K pilot screen=0.8
CSc1ccccc1NC(=S)N/N=C/c1cccn1Cc1cccc(C)c1 | 7% | -1% | -5% | 4.4% | 2%
Cc1sc2ncn(CC(=O)NCCCC(=O)N3CCN(c4ncccn4)CC3)c(=O)c2c1C | -5% | -3% | -6% | 0.3% | 3%
CCCNC(=O)C1CCN(c2ccc(S(=O)(=O)N3CCOCC3)cc2Cl)CC1 | 0% | -5% | -4% | 1.2% | 26%
CCOC(=O)c1sc(NC(=O)C2CC(=O)N(c3ccc(C)cc3)C2)nc1C (stereo not given) | 1% | 26% | 4% | 1.2% | 0%
Cc1cccc(N2CCN(S(=O)(=O)c3ccc(S(=O)(=O)N4CCCC4)cc3)CC2)c1C | -5% | -5% | 1% | 1.0% | -2% | VEEV TC-83 Vero 10K pilot screen=2.6
Cc1ccc(-n2c(O)c(/C=N/c3ncn[nH]3)c3ccccc3c2=O)cc1 | -8% | -17% | 5% | 4.4% | 5%
COc1cccc(CNC(=O)c2c[nH]n3c(=O)c(Cl)c(C)nc23)c1 | 1% | 46% | -1% | 1.0% | 1% | VEEV TC-83 Vero 10K pilot screen=1.4
COc1c(/C=N/NC(=O)c2ccncc2)c(CCN(C)C(C)=O)cc2c1OCO2 | -19% | 56% | ? | 0.8% | 8%
Nc1ccccc1N1CCOCC1 | 1% | 15% | 3% | 3.9% | 0%
O=C(C[n+]1ccc2c(c1)nnn2-c1ccccc1)c1ccc(Cl)cc1 | . | 6% | -4% | i | 8%
CCOC(=O)CSc1nnc(-c2ccc(S(=O)(=O)N3CCC(C)CC3)cc2)o1 | -2% | ? | ? | 1.4% | 9%
Continued:
SMILES | influenza NS1A | M. tuberculosis | M. tuberculosis HTS | VEEV TC-83 Vero | PhoP GFP inhibition | others
COc1cc(NC(=O)N2CCNC2=O)cc(C(=O)Nc2cccc(C(F)(F)F)c2)c1 | 2% | -3% | 5% | 0.2% | -1%
Cc1cccc(S(=O)(=O)Nc2ccncc2)c1 | 6% | -4% | -1% | 0.6% | 6%
C/C(=N\NC(=O)c1cccc(S(=O)(=O)N2CCCC2)c1)c1ccncc1 | -2% | 5% | -7% | 0.4% | .
Cc1ccc(S(=O)(=O)Cc2sc3ccccc3[n+]2C)cc1 | 14% | 48% | -1% | i | -8%
O=S(=O)(Nc1ccccc1Cl)c1ccc(NS(=O)(=O)c2cccs2)cc1 | -6% | 6% | 3% | i | 2%
COc1ccc(/C=N/NC(=O)C2c3ccccc3Oc3ccccc32)c(OC)c1 | -3% | -31% | -6% | i | -11%

Screening data deposited in PubChem BioAssay by Southern Research Specialized Biocontainment Screening Center.
